VIM-2 inhibitor = inhibitors of Pseudomonas aeruginosa VIM-2 metallo-beta-lactamase; purified VIM-2, nitrocefin hydrolysis, epi-absorbance fluorescence; inhibition, % at 5.6 µM; 290,000 compounds, 0.89% hits; AID 1527;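 active = inhibition above the mean of all tested compounds plus 3 SD, cutoff set per screening run, cut at about 7.5% in these data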;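 also: red hydrolysis product quenches plate fluorescence so inhibitors raise well fluorescence; 0% = enzyme with DMSO and 100% = DMSO without enzyme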
GPR7 antag = blocks human GPR7 receptor signaling; inhibition, % at 4.4 µM; AID 1861; 290,000 compounds, 1.1% hits; P48145; GPR7-expressing cells, fluorescence antagonist assay; in the data active = inhibition above about 16%, passing the limit was not always enough;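 also: cells stimulated with the agonist NPW; 0% = agonist with vehicle and 100% = vehicle without agonist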
Target sequence (P48145 whole entry, looked up): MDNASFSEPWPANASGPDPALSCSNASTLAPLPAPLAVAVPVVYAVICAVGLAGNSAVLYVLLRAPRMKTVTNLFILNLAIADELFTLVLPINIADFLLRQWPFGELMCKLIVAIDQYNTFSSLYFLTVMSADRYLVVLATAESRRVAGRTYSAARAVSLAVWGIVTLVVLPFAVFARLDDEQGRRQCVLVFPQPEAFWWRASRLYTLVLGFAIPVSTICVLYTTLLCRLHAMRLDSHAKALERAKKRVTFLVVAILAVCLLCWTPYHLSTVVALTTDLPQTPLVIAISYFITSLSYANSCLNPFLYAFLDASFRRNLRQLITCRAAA
PHOSPHO1 block = blocks human PHOSPHO1 phosphatase activity | AID 1565 | Q8TCT1 | recombinant PHOSPHO1, absorbance phosphatase assay | 290,000 compounds, 1.1% hits | inhibition, % at 13.3 µM; in the data active = inhibition above about 60%
OXTR ag = activates the human oxytocin receptor | P30559 | CHO-OTR cells, Fluo-8 calcium fluorescence; normalized: DMSO 0%, oxytocin 100% | activation, % at 3 µM | 320,000 compounds, 0.32% hits | AID 2435;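 active = activation above the mean of all tested compounds plus 3 SD, cutoff set per screening run, cut at about 20% in these data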;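 also: peak over basal fluorescence ratio from a 100 s FLIPR kinetic read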
Target sequence (P30559 whole entry, looked up): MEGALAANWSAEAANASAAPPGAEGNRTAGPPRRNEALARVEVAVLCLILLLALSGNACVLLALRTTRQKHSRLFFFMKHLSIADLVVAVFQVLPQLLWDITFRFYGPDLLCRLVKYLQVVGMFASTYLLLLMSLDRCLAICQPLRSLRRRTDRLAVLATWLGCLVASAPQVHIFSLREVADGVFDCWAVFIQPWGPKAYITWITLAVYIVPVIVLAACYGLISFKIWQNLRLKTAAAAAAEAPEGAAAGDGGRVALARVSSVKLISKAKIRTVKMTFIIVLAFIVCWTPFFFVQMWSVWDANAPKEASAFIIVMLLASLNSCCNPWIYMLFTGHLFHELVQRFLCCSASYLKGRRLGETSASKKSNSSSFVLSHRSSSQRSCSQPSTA
HCV NS3 hel inh = inhibitors of Hepatitis C virus NS3 helicase; NS3 helicase DNA unwinding, Cy5 molecular beacon fluorescence; inhibition, % at 10.9 µM; 290,000 compounds, 0.56% hits; AID 1800;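 active = inhibition above the mean of all tested compounds plus 3 SD, set per campaign, cut at about 35% in these data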;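 also: 0% = DMSO wells and 100% = thioflavine S control wells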
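Measured by: Cy5 fluorescence, 0 and 60 min reads / Assay system: NS3 helicase fragment of HCV / Control set: low DMSO, high thioflavine S at 110 µM / Times: 1 h reaction at 25 °C, ATP-initiated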
GalR3 antag = antagonists of human GalR3; O60755; HEK293 GalR3-CNG cAMP membrane potential fluorescence; galR3 body fused to GalR1 C-terminus; inhibition, % at 3 µM; 360,000 compounds, 0.44% hits;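 active = inhibition above the screen-wide average plus 3 SD, cut at about 13% in these data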;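 also: forskolin and galanin both at EC90 stimulate the cells; cAMP rise reported by CNG channel membrane potential dye signal; 0% = forskolin plus galanin with DMSO and 100% = forskolin alone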
Target sequence (O60755 1-299 limits assumed): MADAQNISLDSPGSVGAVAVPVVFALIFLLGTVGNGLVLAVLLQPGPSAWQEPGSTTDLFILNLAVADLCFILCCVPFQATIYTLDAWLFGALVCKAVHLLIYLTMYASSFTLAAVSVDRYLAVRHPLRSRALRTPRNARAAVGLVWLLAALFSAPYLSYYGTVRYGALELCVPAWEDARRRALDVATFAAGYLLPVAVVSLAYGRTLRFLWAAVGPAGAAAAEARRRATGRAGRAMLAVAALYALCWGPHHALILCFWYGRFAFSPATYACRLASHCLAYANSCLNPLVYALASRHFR
V1R ag counter = activates human V1a receptor in oxytocin agonist counter-screen; activation, % at 3 µM; CHO-V1R cells, Fluo-8 calcium fluorescence, agonist mode; 0% DMSO, 100% 3 nM vasopressin; 320,000 compounds, 0.25% hits; P37288; AID 2797;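 active = activation above the mean activation of all tested compounds plus 3 SD, per screening run, cut at about 20% in these data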;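 also: signal is peak over basal fluorescence ratio across a 100 second FLIPR read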
IMP-1 inhibitor = blocks Pseudomonas aeruginosa IMP-1 metallo-beta-lactamase. inhibition, % at 5.6 µM. 290,000 compounds, 0.45% hits. purified IMP-1, nitrocefin hydrolysis, epi-absorbance fluorescence;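 active = inhibition above the mean plus 3 SD of all compounds in the same screening run, cut at about 4.5% in these data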;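 also: 0% = IMP-1 with DMSO and 100% = DMSO wells lacking enzyme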
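System: purified recombinant IMP-1 beta-lactamase. Medium: Zinc- and detergent-supplemented HEPES buffer, pH 7.1. Compound: one 5.6 µM dose […]. Schedule: 15 min preincubation plus 25 min reaction at 25 °C. Technique: Epi-absorbance fluorescence, 480 nm excitation, 530 nm emission.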
DNA FID counter = displaces DNA intercalator in HCV helicase counter-screen; DNA fluorescent intercalator displacement, fluorescence; inhibition, % at 7.9 µM; 290,000 compounds, 0.17% hits; in the data active = inhibition above about 37%;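 also: 0% = vehicle and 100% = reference compound; higher means more ethidium bromide displaced from hairpin DNA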
Starred values were filed as active, the others as inactive; · = no result given. Random draw from the library. About 4.3% of those tested had a hit in this group.

| Compound | VIM-2 inhibitor | GPR7 antag | PHOSPHO1 block | OXTR ag | HCV NS3 hel inh | GalR3 antag | V1R ag counter | IMP-1 inhibitor | DNA FID counter |
| --- | --- | --- | --- | --- | --- | --- | --- | --- | --- |
| COc1cccc(NC(=O)NCC2CCN(Cc3ccc(F)cc3)CC2)c1 | 0.4 | -3 | 13 | 5.7 | 0 | -5 | 4.0 | -0.1 | 14 |
| CCN(CC)C(=O)CSc1nnc2sc3ccccc3n12 | -1.5 | -4 | 62* | 0.1 | 4 | -5 | 0.0 | -1.7 | -3 |
| CCN(CC)CCNC(=S)Nc1ccc2nc(N3CCN(C)CC3)cc(C)c2c1 | -4.6 | 1 | 36 | -0.1 | -1 | -11 | 1.4 | -2.6 | 44* |
| O=c1oc2ccc(Br)cc2cc1S(=O)(=O)c1ccc(F)cc1 | -1.1 | -1 | 0 | -1.4 | 19 | · | 0.9 | -2.7 | -1 |
| N#CCCn1cc(/C=N/NC(N)=S)c(-c2ccccc2)n1 | -4.2 | -17 | -13 | 1.4 | 0 | -3 | 0.9 | -4.4 | -10 |
| COc1ccc(CCNC(=O)C2CCC(=O)N2CCc2ccccc2)cc1OC (stereo not given) | -2.1 | -8 | -3 | 1.1 | 5 | -1 | 0.5 | -0.8 | -8 |
| CCOC(=O)c1ccc(NC(=O)N2CCN(Cc3cccc(F)c3)CC2)cc1 | -3.0 | 26 | -14 | 5.2 | -7 | · | 3.6 | -2.5 | -20 |
| C=CCNc1oc(-c2cccs2)nc1S(=O)(=O)c1ccccc1 | -1.2 | -13 | 56 | -2.4 | -8 | -9 | -1.3 | -1.6 | -18 |
| COc1ccc(-c2csc(NC(=O)c3ccc(OCC(=O)N4CCOCC4)c(OC)c3)n2)cc1 | -1.3 | -14 | -5 | 4.1 | -6 | 0 | 8.4 | -0.3 | -28 |
| CCCCCCC(=O)N1C/C=C\C(c2ccc(OC)cc2)N(Cc2ccc(F)cc2)C(=O)C1 (stereo not given) | · | · | 22 | -2.5 | · | -6 | -0.3 | · | · |
| CN(C)c1nc(NCc2ccccc2)nc(SCC(N)=O)n1 | -2.3 | 11 | 34 | 0.3 | 10 | -7 | 2.0 | -3.2 | -20 |
| CCOc1ccc(N/C(C)=C/C(=O)c2ccc(C)o2)cc1 | -0.2 | -5 | 9 | 0.8 | 4 | -2 | 0.1 | -3.9 | -4 |
| CCC(=O)Nc1cccc(NC(=S)NC(=O)c2ccccc2)c1 | -1.4 | -9 | 10 | 3.6 | 0 | -7 | 3.6 | -0.6 | -6 |
| CSc1nc2sc3c(c2c2nnnn12)CC(C)(C)OC3 | -0.8 | -9 | · | · | 1 | · | · | -2.8 | 3 |
| O=C(O)c1ccc(OCCCCCCOC2CCCCO2)cc1 (stereo not given) | -3.9 | 7 | · | 0.1 | 9 | -3 | 0.3 | -2.0 | -28 |
| CC1CCCN(C(=O)CCc2nnc(-c3ccc4c(c3)OCO4)o2)C1 (stereo not given) | -2.9 | -7 | 37 | 0.8 | -1 | -4 | 1.4 | -3.8 | -24 |
| Cn1c(=O)c2c(nc(N3CCN(c4ccc([N+](=O)[O-])cc4)CC3)n2C)n(C)c1=O | -2.6 | -11 | 52 | 0.2 | -8 | -3 | -0.5 | -0.7 | -6 |
| O=[N+]([O-])c1ccc(N2CCN(S(=O)(=O)c3ccccc3)CC2)cc1N1CCc2ccccc2C1 | -2.3 | -11 | -4 | -0.3 | 3 | -2 | -0.1 | -2.4 | 0 |
| CCCC1CC(C(=O)NC(C(C)Cl)C2OC(SC)C(O)C(O)C2O)N(C)C1 (stereo not given) | 2.0 | 13 | 0 | -0.1 | -1 | · | 0.2 | -1.2 | -1 |
| O=C(Cc1ccc([N+](=O)[O-])cc1)Nc1ccc2c(c1)C(=O)NC2=O | -0.8 | -3 | 16 | 6.1 | 1 | -2 | 9.9 | -3.7 | 1 |
| COc1cc(CNS(=O)(=O)c2ccc3c(c2)CC(C)N3C(C)=O)cc(OC)c1OC (stereo not given) | -1.8 | -9 | 32 | 0.6 | 6 | -3 | 2.7 | -3.3 | -19 |
| O=C(O)c1n[nH]c2c1CCCCC2 | -1.4 | -12 | 6 | 0.6 | 6 | -1 | -0.7 | -2.4 | 7 |
| Nc1nc2n(n1)C(c1cccc(Br)c1)CC(c1ccccc1)N2 (stereo not given) | -3.9 | -2 | 46 | 6.8 | -6 | -1 | 4.0 | -2.7 | -17 |
| O=C(OCC1CC(c2ccccc2)=NO1)c1ccc(Cl)cc1 (stereo not given) | 1.5 | -7 | 39 | -0.2 | 4 | -9 | -0.5 | -0.7 | 0 |
| CCOC(=O)N1CCC(N2C(=O)c3ccc(C(=O)O)cc3C2=O)CC1 | -2.4 | -3 | -9 | -0.2 | -3 | -2 | 0.1 | -1.7 | -6 |
| CCCCNS(=O)(=O)c1cc(-c2nn(C)c(=O)c3ccccc23)ccc1C | -0.6 | -15 | 50 | 2.5 | 1 | -9 | 5.0 | -2.2 | -34 |
| CN1CCN(c2cc(N3CCN(C(=O)c4ccco4)CC3)c3c4c(onc24)-c2ccccc2C3=O)CC1 | 17* | 3 | 15 | 0.2 | -19 | · | -0.2 | -0.1 | -3 |
| COc1ccc(-n2ncc3c(N4CCN(c5cccc(C)c5C)CC4)ncnc32)cc1 | -1.8 | -1 | 41 | -0.2 | 7 | 1 | 1.0 | -3.4 | -8 |
| CCc1nc(N=C(N)N)nc2ccccc12 | 3.3 | -2 | 20 | -0.4 | -8 | -11 | -0.4 | -2.8 | 1 |
| CCOc1cc(/C=N/NC(=O)CCc2n[nH]c(=O)[nH]c2=O)ccc1O | -2.3 | 3 | 27 | 0.2 | -1 | -5 | -0.5 | -2.6 | -6 |
| COc1ccc(OCC(O)CNC(=O)Nc2ccc(Cl)cc2)cc1 (stereo not given) | -3.4 | 0 | -4 | 2.4 | -6 | -5 | 5.2 | -3.3 | 2 |
| CC1CCN(Cc2c(C#N)c3ccccc3n2C)CC1 | 0.2 | 13 | -2 | -2.3 | -11 | -1 | -1.6 | 0.3 | 9 |
| O=C(c1cc([N+](=O)[O-])ccc1N1CCN(S(=O)(=O)c2ccc(Cl)c(Cl)c2)CC1)N1CCOCC1 | 0.5 | 5 | -15 | -1.2 | 13 | -5 | -1.5 | 0.2 | -17 |
| COc1ccccc1N1CCN(S(=O)(=O)c2c(C)ccc3nsnc23)CC1 | -5.9 | -5 | 7 | -0.6 | -11 | -6 | -1.3 | -7.5 | -25 |
| COC(=O)C1=CN(c2ccc(OC)cc2)C=C(C(=O)OC)C1c1cc(OC)c(OC)cc1OC | 0.6 | -7 | 35 | -0.3 | -21 | -4 | 0.7 | -1.2 | -60 |
| Cc1cccc(OC(C)c2ccnc3nc(/N=C/N(C)C)nn23)c1 (stereo not given) | -2.1 | -8 | 4 | 0.3 | 1 | -5 | 0.3 | -1.8 | -4 |
| COC(=O)c1ccc(OCC(O)CN2CCN(C(=O)c3ccco3)CC2)cc1 (stereo not given) | -1.2 | -6 | 31 | 0.0 | -6 | -10 | -0.3 | -0.2 | -13 |
| COc1ccc(C2C(C#N)=C(N)Oc3c2c(-c2ccccc2)nn3-c2ccccc2)c(OC)c1OC (stereo not given) | -1.7 | 10 | -5 | 15 | 10 | 1 | 12 | -1.2 | -16 |
| CNC(=S)N(CCCn1ccnc1)Cc1c(F)cccc1Cl | -0.3 | -3 | 24 | 1.0 | -14 | -8 | 1.8 | -1.9 | 5 |
| Cc1ccc(Cl)c(NC(=S)N(CCCN2CCOCC2)Cc2ccco2)c1 | -1.8 | -9 | 31 | 1.1 | -17 | -4 | 0.4 | -2.9 | 6 |
| CC(C)n1nnnc1SCC(=O)NC1CCCC1 | -1.8 | 3 | 5 | 0.9 | 11 | -7 | 0.5 | -2.7 | -3 |
| COc1cc2c(cc1OC)/C(=C/C(=O)c1cccc([N+](=O)[O-])c1)NCC2 | -0.6 | -22 | 20 | -1.7 | 16 | 11 | 0.3 | -1.9 | -20 |
| CN(C)c1ccc(C(CNC(=O)c2ccccc2F)c2c[nH]c3ccccc23)cc1 (stereo not given) | -2.1 | -1 | -14 | -0.7 | -20 | -7 | -0.4 | 0.5 | -1 |
| FC(F)(F)c1ccc(-n2cn[nH]c2=S)cc1 | -3.3 | -14 | -151 | -0.5 | -1 | -7 | 0.0 | -4.5 | -5 |
| CCOC(=O)C1CCCN(C(=O)Cc2ccc(OC)c(OC)c2)C1 (stereo not given) | 1.4 | -5 | -10 | 0.2 | -2 | -3 | -0.8 | -4.8 | -8 |
| COc1ccccc1N1CCN(C(=O)c2cc(C(=O)N3CCN(c4ccccc4OC)CC3)cc([N+](=O)[O-])c2)CC1 | -0.7 | -24 | -44 | 0.3 | 0 | -11 | 0.9 | -2.4 | -15 |
| O=C(c1ccc2c(Cl)c3c(nc2c1)CCCC3)N1CCC(N2CCCCC2)CC1 | 3.9 | -8 | -18 | -0.7 | -15 | · | -0.4 | -1.0 | 9 |
| O=C(O)CCSc1ccc([N+](=O)[O-])cc1[N+](=O)[O-] | 0.8 | -13 | 35 | 0.4 | -15 | -4 | 2.5 | -0.7 | 2 |
| CC1CC(=O)C2=C(C1)Nc1ccccc1SC2c1ccc(F)cc1 (stereo not given) | -1.8 | -6 | -4 | -1.0 | -17 | -7 | 1.0 | -3.7 | -10 |
| Cc1ccc2c(c1)N(CC(=O)NCc1cccs1)C(=O)C(C)O2 (stereo not given) | -2.4 | 3 | 8 | -1.9 | -1 | -6 | -0.8 | -0.9 | -10 |
| Cc1cccc(-c2cc(=O)c(C(=O)O)cn2-c2ccc(F)cc2F)c1 | · | · | 31 | -0.3 | · | -7 | 0.9 | · | · |
| O=C(O)CN1C(=O)/C(=C\c2cccc(OCc3ccc(Cl)cc3Cl)c2)SC1=S | 1.1 | 1 | -26 | · | 19 | -5 | · | 1.0 | 13 |
| CC(=O)Nc1nc2c(C)c(Cl)ccc2s1 | -2.1 | 1 | 13 | 1.5 | -8 | -5 | 1.4 | -3.9 | -1 |
| CC(C)Oc1ccc(Oc2ccc(C(F)(F)F)cn2)cc1 | -2.0 | -3 | 8 | 1.1 | 3 | -1 | -1.4 | -2.7 | 0 |
| CCOC(=O)c1c(NC(=O)c2cccs2)sc2c1CC(C)(C)OC2 | -5.0 | -1 | 8 | -1.1 | 11 | 0 | -0.5 | -2.3 | -1 |
| COc1cccc(CNC(=O)c2cc3oc4ccccc4c3n2C)c1OC | -0.1 | 1 | 36 | 1.3 | -11 | -1 | 1.0 | -3.0 | -16 |

Entries shown so far containing a CF3 group (two):
| Compound | VIM-2 inhibitor | GPR7 antag | PHOSPHO1 block | OXTR ag | HCV NS3 hel inh | GalR3 antag | V1R ag counter | IMP-1 inhibitor | DNA FID counter |
| --- | --- | --- | --- | --- | --- | --- | --- | --- | --- |
| FC(F)(F)c1ccc(-n2cn[nH]c2=S)cc1 | -3.3 | -14 | -151 | -0.5 | -1 | -7 | 0.0 | -4.5 | -5 |
| CC(C)Oc1ccc(Oc2ccc(C(F)(F)F)cn2)cc1 | -2.0 | -3 | 8 | 1.1 | 3 | -1 | -1.4 | -2.7 | 0 |
